DENV2 CPE rescue – protects cells from dengue virus 2 cytopathic effect; AID 651640; CPE inhibition, % at 9.99 µM; DENV2-infected cells, cytopathic effect rescue, plate reader; 350,000 compounds, 1.7% hits; in the data active = CPE inhibition above about 20%, passing the limit was not always enough; inconclusive = no clear call, values can overlap the other calls; tested in BHK-21 cells;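 also: 0% = median of neutral control wells and 100% = median of positive control wells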
PAX8 inh HTS – PAX8 transcriptional activity inhibition. RMG-I TPO-luciferase reporter, SteadyGlo, 24 h. inhibition, % at 12.6 µM. 360,000 compounds, 1.2% hits. AID 652154;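 active = mean replicate inhibition at least 60% with every replicate also reaching 60%; inconclusive = only one of the two criteria is met; inactive = mean below 60% and not all replicates reaching 60%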;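 also: luciferase light reporting Pax8 driven TPO promoter activity; plate controls were median of neutral control wells for no effect and mitoxantrone controls for full effect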
INS-1E GSIS act – GLuc luminescence reporter in INS-1E cells, primary screen for activators of glucose-dependent secretion of insulin. INS-1E GLuc reporter insulin secretion, 2-3 h. activation, % at 16.6 µM. 370,000 compounds, 0.61% hits;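 active = lowest replicate activation of at least 40%, so every replicate reaches that level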;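 also: 0% = median of neutral control wells and 100% = median of IBMX positive control wells; some compounds called inactive have numbers as strong as hits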
EWS-Fli block – blocks EWS/Fli oncoprotein-driven transcription; 350,000 compounds, 0.67% hits; A673 NR0B1-luciferase reporter, viability-normalised; AID 651661; inhibition, % at 12.6 µM;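 active = mean inhibition of at least 50% after viability correction, with every replicate also passing that limit; inconclusive = mean reaches 50% but only one of two replicates passes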;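 also: firefly luciferase signal divided by Alamar Blue viability fluorescence both relative to DMSO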
CFTR F508del cor – CFTR F508del correction in bronchial cells | 350,000 compounds, 0.36% hits | AID 720511 | CFBE cells, YFP halide quenching; stimulated with forskolin plus potentiator P3; % fluorescence drop versus neutral controls | activity (quench increase), % at 7.58 µM;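 active = mean added fluorescence quench of at least 8% versus neutral control, with both replicates also reaching 8%; inconclusive = only one of the mean or replicate conditions met; inactive = mean below 8% and not both replicates reaching 8%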;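 also: cells transiently co-express mutant CFTR-F508del with the halide-sensitive YFP; corrector assay measuring rescue of mutant channel to the surface after 24 h compound exposure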
miR-122 sensor – blocks miR-122 activity in Huh7 sensor cells. Huh7 miR-122 Renilla luciferase sensor, 48 h; neutral wells = 0, positive control = 100. activation (reporter increase), % at 12.5 µM. 340,000 compounds, 0.3% hits;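 active = mean replicate activation score at least 90 and every replicate individually at or above 90; inconclusive = only one of the two criteria met; inactive = neither criterion met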;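 also: higher luciferase means less miR-122 activity so hits act as miR-122 inhibitors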
FN deposition inh – fibronectin deposition inhibition; AID 743247; AH1F fibroblasts, Alexa488-fibronectin deposition fluorescence, overnight; 350,000 compounds, 0.086% hits; inhibition, % at 12.6 µM;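 active = mean inhibition across replicates of 30% or more, regardless of how many single replicates reach that level; inconclusive = mean under 30% yet at least half of replicates reach 30%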;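 also: positive control wells lacked labelled fibronectin entirely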
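Assay system: AH1F fibroblasts assembling fluorescent fibronectin matrix; Amount: 10000 AH1F cells per well; Buffer or medium: DMEM, 2% serum; Probe or stimulus: Alexa488-fibronectin, 24 nM final in well; Doses: single compound dose, delivered by pin transfer; Incubation: 1 h adhesion, overnight exposure; Measured by: fluorescence 485/525 nm; Read-out: fibronectin deposition inhibition.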
* marks the source's active call; other numbers are inactive results; u = inconclusive; x = no result given; [ ] = dose if it differs, or a comment.

Compound,DENV2 CPE rescue,PAX8 inh HTS,INS-1E GSIS act,EWS-Fli block,CFTR F508del cor,miR-122 sensor,FN deposition inh
Cc1ccc(S(=O)(=O)Nc2nc(C)cc(NN)n2)cc1,-5,9,46*,6,-0.4,-4,-2
COc1ccc(NC(=O)Cc2csc(NC(=O)Nc3ccccc3OC)n2)c(OC)c1,u,26,6,4,1.2,1,6
COc1ccc(-n2c(C)cc(/C=C3\SC(=S)N(Cc4ccco4)C3=O)c2C)cc1,x,-49,-7,x,x,11,-4
CN(C)c1ccc(/C=C2\CCC/C(=C\c3ccccc3)C2=O)cc1,-5,-10,x,-9,x,18,-4
O=C(CNCc1ccccn1)N1CCc2ccccc2C1,3,-16,4,-14,1.7,1,-5
CCCNC(=O)C[C@@H]1CC[C@H]2[C@H](COc3ccc(NC(=O)C4CCOCC4)cc3C(=O)N2C)O1,0,-6,5,6,-1.9,7[16.7 µM],-6
CC(C)NC(=O)N(C)C[C@@H]1Oc2ccc(NC(=O)Cc3cn(C)c4ccccc34)cc2CC(=O)N([C@@H](C)CO)C[C@H]1C,-4,8,-6,x,-2.9,3[16.7 µM],-5
C[C@@H]1CN([C@@H](C)CO)C(=O)c2cc(NC(=O)Nc3ccc(C(F)(F)F)cc3)ccc2O[C@@H]1CN(C)Cc1ccc(Oc2ccccc2)cc1,14,x,-9,6,6.7,11[16.7 µM],x
CC(C)C[C@H](NC(=O)c1[nH]cnc1C(=O)N[C@@H](Cc1ccccc1)C(=O)OC(C)(C)C)C(=O)OC(C)(C)C,-2,68*,-21,11,-1.3,6,-10
C[C@H](CO)N1C[C@H](C)[C@@H](CN(C)C(=O)c2ccncc2)Oc2ncc(C3=CCCC3)cc2C1=O,-3,x,22,-3,2.2,0[16.7 µM],-8
Cc1ccc(SCC(=O)NCCc2ccccc2)cc1,-4,-14,-13,-18,-1.7,-3,0
Cc1cccc(C(C)n2nnc3ccccc32)c1O (centres undefined),-13,16,11,-1,2.3,x,12
COc1ccc(S(=O)(=O)NCC2CCCN(C(=O)CSC)C2)cc1 (centres undefined),u,1,-4,13,-2.4,8,5
Cc1noc(C)c1NC(=O)N1C[C@@H](O)COC[C@@H]2O[C@H](CC(=O)NCC3CC3)CC[C@H]21,-4,22,-6,3,-1.4,-5[16.7 µM],6
O=C(CCCOc1ccc(Br)cc1)Nc1nnc(C2CC2)s1,x,8,6,-5,1.8,4,-3
CC(=O)c1ccc(N2CCN(C(=O)c3ccc4[nH]c(C)c(C)c4c3)CC2)cc1,1,28,-10,2,2.8,0,-3
COc1ccc(N2CCN(CCNC(=O)Nc3cc(Cl)ccc3OC)CC2)cc1,-3,16,-5,-4,-2.5,2,-1
Cc1noc(C)c1NC(=O)N(C)C[C@H]1Oc2ccc(NC(=O)Cc3cn(C)c4ccccc34)cc2C(=O)N([C@H](C)CO)C[C@@H]1C,15,x,20,-3,-0.5,0[16.7 µM],x
C=CCNc1nc2c(c(=O)n(C)c(=O)n2C)n1Cc1ccc(F)cc1,-3,-10,-12,3,-0.4,-3,7
Cc1cccc(-c2cc3nc(C)cc(NCCCn4ccnc4)n3n2)c1,x,-17,x,x,x,-2,-9

(next part)
Compound,DENV2 CPE rescue,PAX8 inh HTS,INS-1E GSIS act,EWS-Fli block,CFTR F508del cor,miR-122 sensor,FN deposition inh
COc1cccc(CN(C)C(=O)CCNC(=O)c2ccco2)c1,-6,0,12,4,-3.6,-3,-3
COC(=O)c1cc2c(c3c4cc(F)ccc4n(S(=O)(=O)c4cccc(C)c4)c13)C(=O)N(Cc1ccco1)C2,18,-3,x,17,3.7,x,2
CC(=O)N[C@@H]1CC[C@H](CCNC(=O)C2CCCC2)O[C@@H]1CO,7,0,0,-2,-0.5,4[16.7 µM],x
O=C(Nc1ccc(F)c(Cl)c1)N1CCCC1,2,1,-1,-9,-0.5,x,-3
COc1cccc(N2CCN(C(=O)c3cccc(S(=O)(=O)N4CCCC4)c3)CC2)c1,-11,-10,-3,-1,2.8,-23,10
CCCCCCCCNC(=O)/C(C#N)=C/c1ccc2c(c1)OCCO2,-1,-6,-12,-2,-3.5,x,-17
COc1ccc(S(=O)(=O)Nc2ccc3c(c2)C(=O)N([C@@H](C)CO)C[C@@H](C)[C@@H](CN(C)C(=O)Nc2ccc(F)cc2)OCCCC[C@H](C)O3)cc1,1,4,3,-7,0.9,5[16.7 µM],x
O=C(NCc1ccco1)c1cc([N+](=O)[O-])ccc1Cl,2,1,7,4,-3.9,x,x
O=C(C[C@H]1CC[C@H](NC(=O)c2ccncc2)[C@H](CO)O1)Nc1ccc(-c2ccccc2)cc1,6,x,6,-16,0.8,x,x
Cc1ccc(/C=N/NC(=O)c2cc(C3CC3)nc3ccccc23)o1,17,6,2,23,-3.0,21,-2
O=C(Cn1cc(C(F)(F)F)ccc1=O)N/N=C/c1ccc(O)cc1,2,18,2,8,1.5,-2,2
COc1cccc(/C=C2\SC(=S)N(NS(=O)(=O)c3ccccc3)C2=O)c1OC,-1,-14,11,5,1.9,-9,2
CS(=O)(=O)c1ccc(Cl)c(NC(=O)COC(=O)c2ccc(S(=O)(=O)N3CCCC3)cc2)c1,2,6,7,8,3.2,-5,-8
C[C@@H]1CN([C@@H](C)CO)C(=O)c2cc(NC(=O)Nc3ccccc3)ccc2O[C@@H](C)CCCCO[C@H]1CN(C)Cc1ccncc1,-1,-5,-10,x,-2.1,-3[16.7 µM],2
Cc1nc2c3ccccc3n(CC(=O)c3ccc(F)cc3)c(=O)n2n1,14,15,-11,-4,-0.6,4,-4
CC(C)Cc1nnc(NC(=O)CCC(=O)N2CCN(C3CCCC3)CC2)s1,0,-5,5,x,1.7,-2,-2
Cc1ccc(NCC(=O)Nc2ccc(F)c(Cl)c2)cc1S(=O)(=O)N1CCOCC1,18,-7,x,10,x,11,-8
Cc1oc(-c2cccc(F)c2)nc1CN1CCCCC1CCc1ccccn1 (centres undefined),x,7,-7,12,0.5,x,-3
Cc1oc2c(C)c3oc(=O)c(CCC(=O)N4CCC(C(=O)NCCC(=O)O)(c5ccccc5)CC4)c(C)c3cc2c1C,-2,-12,7,x,-2.3,x,2
COc1cc(/C=N/NC(=O)c2ccc3c(c2)OCO3)ccc1O,9,-4,6,x,-1.4,4,7

Record cards, from the list above. Screens in order: DENV2 CPE rescue	PAX8 inh HTS	INS-1E GSIS act	EWS-Fli block	CFTR F508del cor	miR-122 sensor	FN deposition inh
Cc1nc2c3ccccc3n(CC(=O)c3ccc(F)cc3)c(=O)n2n1 reads 14	15	-11	-4	-0.6	4	-4
COc1cccc(/C=C2\SC(=S)N(NS(=O)(=O)c3ccccc3)C2=O)c1OC reads -1	-14	11	5	1.9	-9	2

Additional results.
Compound,DENV2 CPE rescue,PAX8 inh HTS,INS-1E GSIS act,EWS-Fli block,CFTR F508del cor,miR-122 sensor,FN deposition inh
C[C@@H]1CN([C@@H](C)CO)C(=O)c2cc(NC(=O)Nc3ccc4c(c3)OCO4)ccc2O[C@@H](C)CCCCO[C@@H]1CN(C)S(=O)(=O)c1ccccc1,11,-31,4,-19,-0.8,14[16.7 µM],-7
CO[C@H]1CC[C@H]2CCN(C)C(=O)CC3(CCCCC3)CN(C)C(=O)c3cc(C#N)ccc3OC[C@H]1O2,7,-8,6,0,x,x,4
C=CCOC(=O)C1=C(C)NC(=S)NC1/C=C/c1ccccc1 (centres undefined),x,x,-12,x,x,2,1
CC(NC(=O)/C=C/c1ccccc1[N+](=O)[O-])C1CC2CCC1C2 (centres undefined),-4,-4,5,3,-1.9,0,-3
CN1CCN(C(=O)C2CCN(S(=O)(=O)c3ccccc3[N+](=O)[O-])CC2)CC1,8,-7,2,-3,-2.0,x,-3
C[C@@H]1CN([C@@H](C)CO)C(=O)c2cc(NC(=O)Nc3ccccc3)ccc2O[C@H]1CN(C)C(=O)NC1CCCCC1,-1,-5,-6,0,1.9,4[16.7 µM],x
O=C(N/N=C/c1ccco1)c1cnccn1,9,x,-2,-2,-0.2,4,x
COc1ccccc1-c1cn(CC[C@@H]2CC[C@H](NC(=O)c3cnccn3)[C@H](CO)O2)nn1,-2,x,5,x,-2.7,x,-25
CN1CCN(C(=O)c2ccc3c(=O)n(CCc4ccccc4)c(=S)[nH]c3c2)CC1,x,1,x,x,x,-5,-17
CCc1ccc(NC(=S)N(CCCN2CCOCC2)Cc2ccco2)cc1,x,-14,-12,0,-4.7,x,0
Cc1ccc(C)c(-n2c(CNC(=O)c3ccco3)nnc2SCC(=O)Nc2nccs2)c1,x,0,x,x,x,4,-7
Cc1ccc(NC(=O)CCC(=O)Nc2nnc(C3CCCCC3)s2)cc1,-1,-8,10,x,0.3,x,6
CCOc1ccc(N2CC(C(=O)NC3=NCCS3)CC2=O)cc1 (centres undefined),-2,3,6,2,-1.3,-4,-11
O=C(COC(=O)c1ccc(F)cc1F)Nc1cc(S(=O)(=O)N2CCOCC2)ccc1Cl,-2,-5,-1,-1,2.4,x,6
Cc1ccccc1OCC(=O)N(Cc1ccco1)c1c(N)n(Cc2ccccc2)c(=O)[nH]c1=O,15,-7,-14,-4,-0.2,-3,3
COc1cc(-c2cc(C(=O)Nc3ccc(S(=O)(=O)Nc4ncccn4)cc3)c3ccccc3n2)cc(OC)c1OC,5,16,7,-3,1.9,x,-2
C[C@@H]1CN([C@H](C)CO)C(=O)Cc2cc(NS(=O)(=O)c3cn(C)cn3)ccc2O[C@@H]1CN(C)Cc1ccc(-c2ccccc2)cc1,5,x,32,0,-2.1,5[16.7 µM],x
CC1(C(=O)NS(=O)(=O)Cc2ccccc2)CCN1C(=O)Cc1ccccc1 (centres undefined),-9,-3,0,-1,1.9,-3,9
O=S(=O)(NC1CCN(Cc2ccccc2)CC1)c1ccc(Cl)cc1,8,18,40,16,-0.8,-3,-8
COc1ccc(S(=O)(=O)Nc2ccc3c(c2)CC(=O)N([C@H](C)CO)C[C@@H](C)[C@H](CN(C)C(=O)NC(C)C)O3)cc1,-10,x,-17,-17,-3.1,6[16.7 µM],9

More compounds follow:
Compound,DENV2 CPE rescue,PAX8 inh HTS,INS-1E GSIS act,EWS-Fli block,CFTR F508del cor,miR-122 sensor,FN deposition inh
C[C@@H]1CN([C@H](C)CO)C(=O)c2cc(NS(=O)(=O)c3ccc(F)cc3)ccc2O[C@@H]1CN(C)Cc1ccc(-c2ccccc2)cc1,-8,x,1,11,4.3,5[16.7 µM],x
S=c1[nH]nc(-c2ccc(Br)cc2)n1Cc1ccccc1,-4,1,12,2,1.1,x,-5
CCOc1cc([N+](=O)[O-])c2nc(N)sc2c1,-4,-12,3,-41,3.1,-11,-5
COc1cc(C=O)ccc1OCCSc1ccc(Cl)cc1,x,x,-23,x,x,0,-3

Assay outcomes (PubChem BioAssay)
